Screening data from PubChem BioAssay.
APJ agonist: agonists of human APJ apelin receptor; P35414; CHO-K1 APJ PathHunter beta-arrestin, luminescence; 0% DMSO wells, 100% apelin; activation, % at 20 µM; 330,000 compounds, 0.11% hits;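 active means activation more than six SD over the plate average, tested at 20 µM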;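 further: 0% = DMSO alone and 100% = apelin-13 at 10 nM; some results filed as inactive read as strong as hits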
Target sequence (P35414 whole entry, looked up): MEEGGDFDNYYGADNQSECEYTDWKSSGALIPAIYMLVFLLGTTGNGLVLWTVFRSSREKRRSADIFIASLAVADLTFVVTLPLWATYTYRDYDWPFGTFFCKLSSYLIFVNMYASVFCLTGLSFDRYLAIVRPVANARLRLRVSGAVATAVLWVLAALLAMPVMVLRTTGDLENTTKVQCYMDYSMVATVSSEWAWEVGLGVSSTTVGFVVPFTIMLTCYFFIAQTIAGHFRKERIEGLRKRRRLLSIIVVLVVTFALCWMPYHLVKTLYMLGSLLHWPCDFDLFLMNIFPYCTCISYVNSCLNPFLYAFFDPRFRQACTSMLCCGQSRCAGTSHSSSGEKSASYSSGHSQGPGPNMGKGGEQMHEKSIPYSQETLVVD
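Assay system – PathHunter CHO-K1 APJ (AGTRL-1) beta-arrestin reporter cells · Compound – one dose, 20 µM compound, 1% DMSO · Timing – compound 90 min 25 °C, reagent 1 h · Measured by – luminescence from split beta-galactosidase complementation, Galacton Star/Emerald II substrate · Measure – beta-arrestin recruitment to APJ as agonist activity, luminescent signal · Benchmarks – DMSO vs Apelin-13 10 nM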
Gli-Sufu antag: Gli-Sufu pathway antagonism. Sufu-KO-LIGHT fibroblasts, Gli luciferase reporter luminescence. inhibition, % at 5 µM. 340,000 compounds, 0.74% hits. AID 588413;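 active means inhibition above about 55%, limit read from the data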;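 further: 0% = DMSO-treated cells and 100% = wells with medium but no cells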
UBC13 polyUb: human UBC13 polyubiquitination inhibition. P61088. UBC13 polyubiquitin chain formation, TR-FRET. inhibition, % at 20 µM. 330,000 compounds, 0.47% hits; in the data active means inhibition above about 45%, passing the limit was not always enough
Target sequence (P61088 whole entry, looked up): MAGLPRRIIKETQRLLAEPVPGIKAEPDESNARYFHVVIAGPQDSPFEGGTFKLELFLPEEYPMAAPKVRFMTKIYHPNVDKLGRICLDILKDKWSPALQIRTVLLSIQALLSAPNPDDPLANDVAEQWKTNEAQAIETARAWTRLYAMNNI
CCR6 antag: antagonists of human CCR6 receptor; CHO-K1 CCR6 PathHunter beta-arrestin, luminescence, CCL20-stimulated; 340,000 compounds, 0.49% hits; inhibition, % at 20 µM; P51684; AID 493098;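 active means compounds whose inhibition of the agonist-driven luminescence signal at 20 µM reaches about 50%, limit read from the data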;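 further: cells stimulated with CCL20 at 14 nM final; plate controls were DMSO with CCL20 for no effect and DMSO without agonist for full effect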
ATG4B inh: ATG4B (human) cysteine protease inhibition. ATG4B cleavage of LC3-PLA2, NBD-HPC fluorescence, 1 h. inhibition, % at 8.33 µM. 340,000 compounds, 0.51% hits. AID 504462; in the data active means inhibition above about 40%
Target sequence (Q9Y4P1 whole entry, looked up): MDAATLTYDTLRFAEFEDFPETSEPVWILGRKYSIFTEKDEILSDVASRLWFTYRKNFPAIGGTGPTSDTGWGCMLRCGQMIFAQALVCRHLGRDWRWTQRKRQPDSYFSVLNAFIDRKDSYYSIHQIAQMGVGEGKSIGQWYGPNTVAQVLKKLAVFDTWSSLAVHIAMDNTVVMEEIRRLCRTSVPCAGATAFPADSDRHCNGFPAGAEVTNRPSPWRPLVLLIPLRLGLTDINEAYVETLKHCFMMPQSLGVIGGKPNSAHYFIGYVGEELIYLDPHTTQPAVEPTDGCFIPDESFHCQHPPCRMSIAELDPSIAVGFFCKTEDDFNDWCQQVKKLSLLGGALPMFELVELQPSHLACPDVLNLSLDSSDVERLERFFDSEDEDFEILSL
APJ antagonist: antagonists of human APJ apelin receptor; P35414; CHO-K1 APJ beta-arrestin complementation, luminescence; inhibition, % at 20 µM; 330,000 compounds, 0.32% hits; AID 2521;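 active means inhibition above about 40% at 20 µM, limit read from the data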;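 further: cells challenged with 10 nM apelin-13 agonist together with compound; plate controls were apelin-13 plus DMSO wells for no effect and DMSO wells lacking apelin-13 for full effect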
CXCR6 block: inhibitors of human CXCR6 receptor | CHO-K1 PathHunter CXCR6 beta-arrestin, luminescence | inhibition, % at 20 µM | 360,000 compounds, 0.36% hits; in the data active means inhibition above about 34%, passing the limit was not always enough;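 further: antagonist mode with CXCL16 agonist at 10 nM final; 0% = 10 nM CXCL16 with DMSO and 100% = unstimulated wells without agonist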
EBI2 block: EBI2 (human) antagonism; EBI2 beta-arrestin recruitment, luminescence, 7a,25-OHC stimulated; inhibition, % at 5 µM; 360,000 compounds, 0.81% hits; in the data active means inhibition above about 38%;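 further: enzyme fragment complementation signal reports receptor beta-arrestin coupling in cells; 0% = agonist plus DMSO wells and 100% = wells without agonist; some results beyond the cut were filed as inactive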
Numbers without * were called inactive; x = no result given.

SMILES	APJ agonist	Gli-Sufu antag	UBC13 polyUb	CCR6 antag	ATG4B inh	APJ antagonist	CXCR6 block	EBI2 block
O=C(O)C1CC=CCC1C(=O)NCCc1cccc(Cl)c1 (centres undefined)	-2	-2	4	5	18	8	2	0
CN1CCCN(C(=O)c2cc(=O)[nH]c3ccccc23)c2nc3ccccc3nc21	-2	6	0	7	-6	11	3	-3
O=S(=O)(c1ccc(Br)s1)N1CCN(c2ncccn2)CC1	-5	x	-2	-15	-16	12	1	0
CC(C)CNC(=O)c1ccccc1NC(=O)/C=C/c1cccc([N+](=O)[O-])c1	1	-7	2	-4	-6	-3	-2	-8
Cc1cc(C(=O)NC2CCN(Cc3ccccc3)CC2)n[nH]1	-4	0	6	10	5	23	1	-3
CC(=O)N(CC(=O)O)c1ccccc1C(=O)O	-2	4	2	23	7	0	2	-5
CCn1nnnc1SCC(=O)Nc1sc(C)c(C)c1C#N	-3	6	12	-9	-11	16	3	5
CCc1cccc(NC(=O)Cc2ccc(OC)c(OC)c2)c1	-3	22	12	-10	0	-6	-9	-9
COCCN(CCOC)S(=O)(=O)c1ccc(C(=O)Nc2nnc(C)o2)cc1	4	-3	1	-13	4	4	-5	-4
S=c1nc(NCCc2ccccc2Cl)c2ccccc2[nH]1	-1	-55	3	5	-5	23	-11	-1
COc1ccc(C(=O)Nn2c(C)nc3ccccc3c2=O)cc1Br	-3	8	19	-1	6	-3	-2	12
CCOc1ccc(-c2nc(C#N)c(N3CCOCC3)o2)cc1	-3	2	8	3	-6	9	2	1
COc1ccc(S(=O)(=O)N2CCc3cc(OC)c(OC)cc3C2)cc1	-1	-9	0	5	-8	-7	1	-4
COCC1CCCCN1C(=O)c1cc(COc2ccc3ncccc3c2)on1 (centres undefined)	1	72*	-6	12	22	1	-14	2
CCNC(=O)NC(=O)CSc1nnc(-c2c[nH]c3ccccc23)o1	1	-10	2	8	-11	-35	3	-1

As entered above.
CN1CCCN(C(=O)c2cc(=O)[nH]c3ccccc23)c2nc3ccccc3nc21 | CXCR6 block = 3
CC(C)CNC(=O)c1ccccc1NC(=O)/C=C/c1cccc([N+](=O)[O-])c1 | ATG4B inh = -6

Whole records from above:
O=S(=O)(c1ccc(Br)s1)N1CCN(c2ncccn2)CC1 as listed: APJ agonist = -5; Gli-Sufu antag = x; UBC13 polyUb = -2; CCR6 antag = -15; ATG4B inh = -16; APJ antagonist = 12; CXCR6 block = 1; EBI2 block = 0
COc1ccc(S(=O)(=O)N2CCc3cc(OC)c(OC)cc3C2)cc1 as listed: APJ agonist = -1; Gli-Sufu antag = -9; UBC13 polyUb = 0; CCR6 antag = 5; ATG4B inh = -8; APJ antagonist = -7; CXCR6 block = 1; EBI2 block = -4

Other records follow.
SMILES	APJ agonist	Gli-Sufu antag	UBC13 polyUb	CCR6 antag	ATG4B inh	APJ antagonist	CXCR6 block	EBI2 block
CC(=O)N1c2ccc3ccccc3c2C(C)CC12CCCCC2 (centres undefined)	-3	2	16	3	2	15	10	30
CC1=Nc2ccc(C)cc2N(Cc2ccccc2)C(=O)C1	0	6	5	-11	1	3	-1	0
O=C(C(F)C(F)(F)F)N1CCN(c2ccccc2)CC1 (centres undefined)	-7	-2	1	-6	3	18	0	-35
COc1ccc2c(c1)-c1nc(/N=C/c3ccccc3O)sc1CC2	2	-8	-8	-9	34	-22	-9	-16
COC(=O)CCC(=O)N1CCOCCOCCOCC1	-1	-3	-5	-1	15	5	0	-4
Cc1c(Cl)cc(-n2cnnn2)cc1[N+](=O)[O-]	2	3	3	-15	-1	-28	-27	-21
Cc1cccc(C(=O)Nc2cccc(OC(=O)c3cccc(C)c3)c2)c1	-3	4	1	-3	28	-4	2	4
CC(C)=CCC/C(C)=C/CNC(=O)CC1C[C@H](C(=O)N2CCCCC2)[C@@]2(C)c3[nH]c4ccccc4c3CCN2C1=O (some centres undefined)	-5	-2	4	19	-8	-5	7	14
CC1COc2ccccc2N1C(=O)c1ccc(Cl)nc1 (centres undefined)	-3	-5	8	6	12	9	-2	-11
O=C(NC(=S)Nc1ccc(Cl)cn1)C(c1ccccc1)c1ccccc1	-2	4	2	40	-5	4	20	20
CC1=CC(=NOC(=O)c2cccc([N+](=O)[O-])c2)C=C(C)C1=O	2	26	9	17	-4	-7	19	1
O=c1nc(-c2ccccc2)nc(-c2ccccc2)[nH]1	1	-3	-7	5	-12	-8	-3	-5
CCOc1ccccc1OCC(=O)Nc1ccccc1C(=O)NC1CC1	12	-7	-9	5	-8	-39	6	-6
COc1ccc(C(CNC(=O)c2cccc(S(=O)(=O)N3CCCc4ccccc43)c2)N(C)C)cc1 (centres undefined)	x	2	x	35	1	x	0	13
COC(=O)CCC/C=C1/SCC(NC(=O)c2ccccc2)C1=O (centres undefined)	-9	-20	-4	-2	3	-3	0	-13
O=C(NC1CC1)c1cc(=S)[nH]c2ccccc12	2	11	-2	4	-10	-9	-7	-1
CCOC(=O)c1ccc(NC(=O)c2ccc(CO)c(C(=O)NC3CCN(C(=O)OCC)CC3)c2)cc1	-2	-1	1	3	-6	3	2	3
O=C(CSc1nc(-c2ccccc2Cl)ns1)Nc1ccc2c(c1)OCO2	-4	-2	1	7	6	-10	10	-1
COc1ccc(NS(=O)(=O)c2ccc(C(=O)Nc3c(C)n(C)n(-c4ccccc4)c3=O)cc2)cc1	-1	-11	-1	-11	4	20	0	5
Cc1ccc(CN(C)CC(=O)Nc2cccc([N+](=O)[O-])c2)o1	-2	-19	7	13	2	3	-6	10
CCCCOc1ccccc1C1CC(=O)NC2=C1C(=O)CCC2 (centres undefined)	-6	39	3	-15	-8	9	-2	-3
Cc1ccc(/C=N\NC(=O)C2CC(=O)N(c3ccccc3)C2)o1 (centres undefined)	-5	-9	3	-5	-6	4	-7	-2
COc1ccc(Cc2nnc(NC(=O)CSc3ccccc3)s2)cc1	1	0	-3	0	0	-6	8	1
COc1cccc(CNC(=O)CCCc2cn(C)c3ccccc23)c1	-5	0	4	11	4	11	4	0
COc1ccc(OC)c(C2C(C#N)=C(N)Oc3cc(C)n(Cc4ccccn4)c(=O)c32)c1 (centres undefined)	-3	1	-2	-4	-5	20	-1	1
CN(C(=O)CSc1nc2[nH]ncc2c(=O)[nH]1)c1ccccc1	-3	-4	4	-1	5	5	-4	-3
CC(C)OC(=O)c1cccc(C(=O)Nc2cccc(NC(=O)c3cccc(C(=O)OC(C)C)n3)n2)n1	3	29	-6	-4	-1	-8	0	-3
Cc1ccc(NC(=O)CCCn2nc(C)c3c(C)n(-c4ccccc4)nc3c2=O)cc1C	-6	4	0	10	1	20	0	0
CN(C)CCN(C(=O)c1cccc(Cl)c1)c1nc2c(Cl)cccc2s1	0	9	6	11	6	5	4	-2
COc1cccc(C(=O)NNC(=O)c2ccc3ccccc3c2O)c1	2	7	2	10	-6	-15	2	3
Cc1cc2nc(-c3cc(N4CCOCC4)ccc3[N+](=O)[O-])ccn2n1	1	3	-13	-13	-3	-14	1	-1
O=C(c1cc([N+](=O)[O-])ccc1Cl)N1CCN(c2ccccn2)CC1	0	-26	1	1	4	-6	-6	-6
CCOc1ccc(NC(=O)CCN2C(=O)CSc3ccccc32)cc1	-3	4	-3	-8	-31	-2	-2	0
COc1ccc(S(=O)(=O)Nc2ccc(-n3cnnn3)cc2)cc1[N+](=O)[O-]	-5	3	-4	13	-5	8	0	-4
COc1ccc(OC)c(/C=C/C(=O)OCC(=O)c2c(N)n(C)c(=O)n(C)c2=O)c1	0	10	46*	-4	-5	-3	9	-6
Fc1c(F)c(C(F)(F)F)c(F)c(F)c1N1CCN(c2ccc3nnc(C(F)(F)F)n3n2)CC1	0	-1	26	-5	-4	-2	-9	-1
Cc1ccc(S(=O)(=O)NCC(=O)OCC(=O)NCc2cccs2)cc1	-6	-7	5	9	9	22	2	4
CCN1C(=O)N[C@@H](c2ccco2)C(C(C)=O)=C1C	-1	-3	0	8	-6	-54	6	-12
CCOC(=O)c1c(C)[nH]c(NC(=O)NNC(=O)c2ccccc2Cl)c1C	-4	-3	1	-3	-8	-7	0	-3
Cc1cn(CC(=O)NCCN2CCOCC2)c(=O)[nH]c1=O	x	4	x	2	-3	x	14	4
Cc1ccc(NC(=O)CCc2ccc(S(=O)(=O)N3CCOCC3)cc2)c(C)c1	-1	7	4	8	-5	-14	4	3
COc1ccc2c(c1)c(=O)c(Br)c(C)n2Cc1ccccc1	-5	9	14	5	-3	-14	-2	0
CCCn1c(C)cc(C(=O)COc2ccc(C)nc2[N+](=O)[O-])c1C	-2	21	9	12	18	-6	-6	6
CCCOc1ccc(/C(CC)=N/NC(=O)C2(C)CC2(Br)Br)cc1 (centres undefined)	-1	-7	7	10	34	10	3	-6
CN(CC(=O)Nc1ccccc1Cl)C(=O)c1ccccc1SCC(=O)N1CCCC1	-3	-1	-1	9	-6	16	-4	0
Cc1cc(-c2nc(C)c(C(=O)NNS(=O)(=O)c3ccc(Cl)cc3Cl)s2)no1	-5	2	-21	12	-7	22	2	-1
COc1cc2ccccc2cc1C(=O)Nc1ccccc1N1CCCC1	-2	-3	-4	8	8	-28	-1	16
CN1CCC(N(C)S(=O)(=O)c2ccc(NC(=O)COc3cccc(Cl)c3)cc2)CC1	11	20	8	8	-13	7	-1	-1
O=C(CN1C(=O)c2ccccc2S1(=O)=O)c1cccc(Br)c1	-3	67*	10	15	-1	6	0	-12
CC(=O)Nc1ccc(NC(=S)NC(=O)/C=C/c2ccccc2)cc1	-2	5	-8	12	-6	1	2	-7
Cc1cc(C)cc(N2C(=O)CCN(Cc3ccccc3)C2=O)c1	-1	-4	-1	5	-8	-1	-6	1
CN1CCN(C2CCN(c3cccc(Cl)c3)CC2)CC1CCO (centres undefined)	-3	11	5	3	9	11	0	1
C/C(=N\NC(=O)c1cccc([N+](=O)[O-])c1)c1ccncc1	-4	-11	-5	2	-9	-2	6	1
Cc1ccc(-c2nnnn2-c2ccccc2C(=O)O)cc1	-2	7	3	-2	-7	6	-7	5
CCOC(=O)c1c(NC(N)=O)sc(C)c1C	-3	-2	10	-8	0	-6	-1	-6
CCc1c(C)n([O-])c2c([n+]1=O)CCC2	0	13	1	-24	-2	12	4	-13
Cc1ccc(NC(=O)CNCC2CCCCC2)cc1S(=O)(=O)N(C)C	-8	1	5	7	-11	-4	-11	-6
CN(C)c1ncnc2c1ccn2C1OC(CO)C(O)C1O (centres undefined)	x	62*	x	-8	8	x	-1	-11
COc1ccc(NC(=O)C2CCCN(C(=O)c3ccc(Cl)cc3)C2)cc1Cl (centres undefined)	-3	-3	6	14	-6	10	-2	8
N/C(=N\N=C/c1ccc(Br)cc1)N/N=C\c1ccc(Br)cc1	-5	-8	7	8	-1	-9	4	2

Carrying on.
SMILES	APJ agonist	Gli-Sufu antag	UBC13 polyUb	CCR6 antag	ATG4B inh	APJ antagonist	CXCR6 block	EBI2 block
COCCNC(=O)/C(=C/c1ccccc1Cl)c1ccccc1	-3	-1	-1	13	-4	10	3	0
Cc1[nH]n(C(N)=S)c(=O)c1N=Nc1cccc(Cl)c1	-6	-35	-1	29	-1	30	14	11
CN(C)S(=O)(=O)c1ccc(Cl)c(NC(=O)COC(=O)CN2C(=O)C3CCCCC3C2=O)c1 (centres undefined)	-2	-18	16	6	8	-7	1	-3
CC(C)CNC(=O)COC(=O)C1c2ccccc2Oc2ccccc21	-3	-4	3	12	6	15	-2	-1
O=C(/C=C\c1ccc(-c2cccc([N+](=O)[O-])c2)o1)N1CCOCC1	-2	-40	-5	8	4	6	-4	-1
Cc1ccc(S(=O)(=O)NC2=NCN(CC(=O)O)CN2)cc1	-3	-5	6	-2	-3	-5	-1	-14
COC(=O)[C@@]1(Cc2ccc(F)cc2)[C@H]2c3cc(C(=O)N(C)C)n(Cc4c(CO)[nH]cc(C)c4=O)c3C[C@H]2CN1C(=O)c1ccccc1	-3	2	-8	3	-6	-12	x	x
Cc1c(Cc2ccccc2)sc(NC(=O)Cc2ccccc2)c1C(N)=O	-3	6	6	25	-4	14	-8	14
